From PubChem
Ba/F3 V617F tox = loss of viability in JAK2V617F-driven Ba/F3 cells. Ba/F3 EpoR-JAK2V617F viability, ATP luminescence. inhibition, % at 5.6 µM. actives 1.1% (n = 220,000). AID 1446;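 active = inhibition above the campaign mean plus 3 SD over all tested compounds, cut at about 24% in these data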;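 note: cytokine-independent growth of Ba/F3 cells driven by EpoR plus mutant JAK2; 0% = DMSO-treated cells and 100% = JAK inhibitor I control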
S1P4 antagonist = blocks the human S1P4 receptor | inhibition, % at 4.98 µM | O95977 | actives 0.26% (n = 220,000) | S1P4-expressing cells, antagonist mode, reporter read-out; in the data active = inhibition above about 29%;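 note: 0% = wells stimulated with agonist and 100% = vehicle wells without agonist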
p47phox inh = p47phox (human) inhibition | P14598 | p47phox/p22phox peptide binding, fluorescence polarization, 2 h | inhibition, % at 24.7 µM | actives 0.53% (n = 220,000) | AID 1274;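 active = inhibition above about 30%, limit read from the data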;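 note: 0% = p47phox with labelled peptide and 100% = labelled peptide alone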
BaF3 parental = counter-screen for JAK2V617F inhibitors: parental Ba/F3 viability inhibitors | CellTiter-Glo ATP luminescence | inhibition, % at 5.6 µM | actives 1.1% (n = 220,000) | AID 1486;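 active = inhibition above a per-campaign cutoff, the mean inhibition of all tested compounds plus 3 SD, cut at about 27% in these data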;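 note: 0% = DMSO wells and 100% = JAK Inhibitor I control wells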
S1P4 ag = human S1P4 receptor agonism. AID 1509. S1P4-expressing cell line, agonist reporter assay. activation, % at 4.98 µM. actives 0.35% (n = 220,000); in the data active = activation above about 11%;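 note: 0% = DMSO vehicle and 100% = reference agonist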
NPY Y1 blocker = blocks the human neuropeptide Y Y1 receptor | P25929 | HEK293-CNG Y1 cells, membrane potential fluorescence; NPY at EC95, then isoproterenol | inhibition, % at 3.6 µM | actives 1% (n = 200,000) | AID 1040;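 active = inhibition above the campaign mean inhibition of all tested compounds plus 3 SD, cut at about 20% in these data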;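 note: 0% = DMSO wells given NPY plus isoproterenol and 100% = isoproterenol alone without NPY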
Target sequence (P25929 whole entry, looked up): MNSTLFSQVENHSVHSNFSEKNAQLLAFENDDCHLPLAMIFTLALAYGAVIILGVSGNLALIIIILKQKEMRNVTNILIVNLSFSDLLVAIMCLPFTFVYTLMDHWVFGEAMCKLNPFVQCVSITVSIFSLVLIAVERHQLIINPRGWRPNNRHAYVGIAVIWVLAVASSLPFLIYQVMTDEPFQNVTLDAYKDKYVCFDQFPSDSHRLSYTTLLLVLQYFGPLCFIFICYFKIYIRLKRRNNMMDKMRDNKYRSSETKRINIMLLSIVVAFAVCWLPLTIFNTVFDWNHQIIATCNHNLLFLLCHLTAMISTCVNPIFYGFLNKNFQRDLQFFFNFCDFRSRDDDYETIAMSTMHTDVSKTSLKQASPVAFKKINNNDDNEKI
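Assay system: HEK293 cells with Y1 receptor plus CNG channel | Probe or stimulus: NPY (25 nM), isoproterenol (1 µM), Ro 20-1724 (25 µM) | Timing: Compound incubation 1 h at room temperature, readout 45 min post-stimulation | Measured by: Membrane-potential fluorescent dye readout | Benchmarks: High control isoproterenol alone, low control NPY with isoproterenol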
CHOP inh = CHOP inhibition in unfolded protein response | inhibition, % at 10 µM | actives 3.8% (n = 220,000) | AID 2732 | CHO-K1 CHOP-promoter luciferase, tunicamycin-induced, 15-18 h;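 active = compounds that reduced the stress-induced luciferase reporter signal by more than about 70% of percent inhibition, limit read from the data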;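 note: 0% = tunicamycin plus vehicle and 100% = wells without tunicamycin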
NPY2 pot ag = potentiates or activates human NPY-Y2 receptor; P49146; AID 1359; actives 0.45% (n = 220,000); activation, % at 3.6 µM; cells expressing NPY-Y2, potentiator/agonist read-out; in the data active = activation above about 27%;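 note: cells stimulated with NPY near EC25 plus isoproterenol at EC100; 0% = vehicle plus submaximal agonist and 100% = vehicle plus saturating agonist; some results beyond the cut were filed as inactive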
Target sequence (P49146 whole entry, looked up): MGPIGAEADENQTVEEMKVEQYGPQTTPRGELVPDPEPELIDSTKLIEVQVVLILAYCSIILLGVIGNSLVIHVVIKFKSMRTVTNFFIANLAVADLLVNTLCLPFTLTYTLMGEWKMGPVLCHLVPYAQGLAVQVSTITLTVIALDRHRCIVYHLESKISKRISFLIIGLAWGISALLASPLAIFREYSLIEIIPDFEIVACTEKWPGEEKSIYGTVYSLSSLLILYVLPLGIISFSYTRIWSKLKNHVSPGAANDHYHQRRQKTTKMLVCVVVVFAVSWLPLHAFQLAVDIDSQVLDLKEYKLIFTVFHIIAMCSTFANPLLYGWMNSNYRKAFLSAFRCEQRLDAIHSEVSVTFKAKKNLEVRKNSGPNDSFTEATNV
NPY1 pot ag = potentiates or activates human NPY-Y1 receptor. activation, % at 3.6 µM. NPY-Y1 expressing cells, potentiator/agonist activation. P25929. actives 0.37% (n = 220,000). AID 1304; in the data active = activation above about 33%, passing the limit was not always enough;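 note: cells stimulated with NPY at EC10 then isoproterenol at EC100; 0% = low agonist plus stimulus and 100% = saturating agonist plus stimulus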
Active calls of the source: *; . = not tested or not shown; & = joins results of further samples.

SMILES	Ba/F3 V617F tox	S1P4 antagonist	p47phox inh	BaF3 parental	S1P4 ag	NPY Y1 blocker	CHOP inh	NPY2 pot ag	NPY1 pot ag
O=c1[nH]c(Cc2cccs2)nc2ccccc12	-0.5	-20.6	-12.0	0.7	-1.1	-1.8	4.6	4.9	0.8
Cc1nn(C(C)(C)C)c(OC(=O)c2ccc3c(c2)OCO3)c1S(=O)(=O)c1ccccc1	-2.1	4.7	-9.5	-2.8	-1.3	1.5	18.1	-7.9	-29.0
CC1CCN(C(=O)CCc2nc3cc(S(=O)(=O)N(C)C)ccc3n2C)CC1	2.5	2.1	2.7	1.6	1.5	-1.4	2.2	-1.7	-24.1
O=C(Cn1cc(SCc2ccc(Cl)cc2)c2ccccc21)N1CCOCC1	-3.2	-20.6	-1.4	4.7	1.9	-3.7	11.1	-4.5	0.3
Cc1ccc(NC(=O)CS(=O)CC(=O)N(CC(=O)NC2CCCC2)c2cc(C)ccc2C)cc1 (stereo not given)	2.8	4.4	-15.4	5.8	-2.3	-2.8	32.0	-3.3	-2.4
O=C(COc1cccc2c1CCN(Cc1ccccc1F)C2=O)N1CCCCC1	-1.6	-35.2	.	-1.8	0.7	7.6	16.3	-18.6	2.5
O=c1oc2ccccc2cc1-c1ccc(O)cc1	-2.2	-0.9	-22.3	0.9	-0.2	-2.6	-4.8	15.4	3.8
CCS(=O)(=O)N1CCN(C(=O)c2ccccc2)CC1	-1.3	4.3	-8.1	-1.1	-0.1	-1.4	15.3	10.2	1.4
O=C(COn1nnc2ccc(Cl)cc21)NCc1ccccc1	-4.4	13.1	-6.7	0.6	-0.8	1.6	24.6	0.4	13.6
COc1ccccc1NC(=O)NC(=O)N(C(C)C)S(C)(=O)=O	-3.7	-4.8	-11.8	1.9	0.3	7.8	4.5	-7.3	-16.5
COc1cc(NC(=S)Nc2ccc(OC(F)F)cc2)cc(OC)c1	-4.6	-17.4	-11.9	-3.1	0.8	.	5.1	19.2	13.9
CSc1ccc(/C=N/NC(=O)c2cccs2)cc1	-4.4	-13.2	-13.0	-1.1	0.1	.	-38.4	12.2	17.0
Oc1ccc2ccccc2c1CN1CCN(c2ccccc2F)CC1	-4.1	-3.5	-4.9	0.3	3.5	3.5	65.0	-15.9	-15.2
CCOC(=O)C1C(C)=CC(=O)CC1c1ccco1 (stereo not given)	3.8	6.2	-6.3	8.8	4.0	3.7	23.1	-0.7	-2.7
O=C(CSc1ncn[nH]1)N(C1CCCCC1)C1CCCCC1	2.2	-4.9	-9.7	4.2	0.0	6.3	55.8	8.2	-20.3
Cc1ccc(C2C(/C=C3/SC(=S)NC3=O)=C(c3cccs3)Oc3ccccc32)cc1 (stereo not given)	-2.0	0.6	-45.3	2.1	-1.0	-8.0	99.1*	7.7	-24.6
CCOc1cc(C2NC(=O)N(C)C(C)=C2[N+](=O)[O-])ccc1OC(C)=O (stereo not given)	-1.5	-2.8	-4.4	2.3	0.6	-3.5	13.9	0.6	4.2
N#C/C(=C\c1c[nH]c2ccccc12)C(=O)Nc1ncc(Cc2ccc(Cl)cc2Cl)s1	-2.4	-6.2	-70.4	0.2	7.2	0.2	1.8	-6.6	11.2
C=CCSc1nc2sc(C)c(C)c2c(=O)[nH]1	-2.7	5.9	-5.9	6.4	0.9	-2.3	-15.1	7.8	1.3
CCN1/C(=C/C(C)=O)Sc2ccc(OC)cc21	-1.6	7.4	-5.3	1.6	-0.3	2.0	23.1&3.5	7.5	1.3
CCCCOCCCNC(=O)c1cccs1	1.8	-8.6	-7.8	1.6	-0.1	5.4	7.3	2.6	2.3
Cc1nnc(SCC(=O)Nc2ccc(Cl)cn2)n1Cc1ccccc1	-0.4	-7.0	0.5	5.7	2.4	-8.3	30.0	17.3	9.2
O=C1N(Cc2cccc(Cl)c2)C[C@@H]2C[C@@H](c3cccc4cccnc34)N3CCC[C@@]123	-5.5	-12.7	-18.9	5.7	-1.9	6.7	11.0	-37.5	-2.9
CC1=C(C(N)=O)C(c2ccc(Cl)cc2Cl)n2ncnc2N1 (stereo not given)	1.1	2.2	-1.9	5.2	2.3	4.0	-18.2	9.6	-11.5
O=C(NCCCn1ccnc1)c1cc(-c2cccs2)on1	-0.3	11.1	7.5	3.3	-0.4	0.5	-32.8	0.4	6.5

Compound profiles (already shown):
COc1ccccc1NC(=O)NC(=O)N(C(C)C)S(C)(=O)=O is listed as Ba/F3 V617F tox: -3.7; S1P4 antagonist: -4.8; p47phox inh: -11.8; BaF3 parental: 1.9; S1P4 ag: 0.3; NPY Y1 blocker: 7.8; CHOP inh: 4.5; NPY2 pot ag: -7.3; NPY1 pot ag: -16.5
Cc1nnc(SCC(=O)Nc2ccc(Cl)cn2)n1Cc1ccccc1 is listed as Ba/F3 V617F tox: -0.4; S1P4 antagonist: -7.0; p47phox inh: 0.5; BaF3 parental: 5.7; S1P4 ag: 2.4; NPY Y1 blocker: -8.3; CHOP inh: 30.0; NPY2 pot ag: 17.3; NPY1 pot ag: 9.2

The list goes on.
SMILES	Ba/F3 V617F tox	S1P4 antagonist	p47phox inh	BaF3 parental	S1P4 ag	NPY Y1 blocker	CHOP inh	NPY2 pot ag	NPY1 pot ag
CSc1nc(-c2ccc(N(C)C)cc2)c(C#N)c(=O)n1C	-1.7	19.9	-12.9	0.9	1.7	1.4	-28.6	-6.4	15.9
CCOc1ccc(/C=C2\CCc3ccccc3C2=O)cc1	-3.2	4.0	-3.6	-2.4	1.4	.	10.2	-8.6	-6.1
COc1ccc(N2CCN(C(=O)C3CCN(S(=O)(=O)c4cccs4)CC3)CC2)cc1	-3.2	6.0	-5.8	2.9	0.0	0.6	22.9	10.2	-3.3
CCCCSCCCNC(=O)Nc1ccc(CC)cc1	3.2	-5.5	-4.0	3.8	0.5	9.3	-0.3	-0.7	5.8
C=CCN(c1ccc(C(=O)N2CCN(c3ccc(F)cc3)CC2)cc1)S(C)(=O)=O	0.9	-0.6	-14.2	7.7	-3.6	-1.2	19.8	-9.7	-14.8
CCOC(=O)CN(C(=O)COc1nc(C)cc(C)c1C#N)c1ccc(Cl)cc1	-2.1	-6.3	-3.7	2.0	1.6	.	23.1	-32.0	-3.4
CC(OC(=O)c1nsc(Cl)c1Cl)C(=O)NC(C)(C)C (stereo not given)	0.6	-24.0	-8.7	0.4	1.0	6.4	14.9	-6.2	-8.4
Cc1nccc(-c2sc(-c3cccs3)nc2C)n1	-0.5	-28.8	-15.0	-0.5	-0.2	.	-18.8	-9.5	-17.2
COC(=O)c1c(C)c(C)nc(N)c1C#N	-1.3	7.3	-12.1	2.0	3.1	-0.6	-9.4	-3.6	0.5
CC(C)(C)c1ccc(C(=O)OCC(=O)Nc2sc3c(c2C#N)CCC3)cc1	-1.1	4.8	-44.5	10.5	-0.6	-4.1	90.2*	-4.2	-22.8
CC1CCN(CC(=O)Nc2ccccc2Sc2ccccc2)CC1	-3.1	0.8	0.4	4.5	1.5	3.8	64.4	-0.8	12.7
CCOc1ccc(NC(=O)c2cccnc2Cl)c([N+](=O)[O-])c1	-0.6	-18.1	1.2	4.8	1.4	0.1	21.6	6.5	23.8
Cn1c(=O)[nH]c(=O)c2c1nc(SCC(=O)Nc1ccccc1)n2Cc1ccccc1	-2.3	-23.3	-15.8	1.3	0.4	-0.5	-2.3	6.9	3.5
Cc1ccc(/C=N/NC(=O)NC2CCCCC2)o1	-1.1	7.6	-7.4	3.5	2.6	-0.7	28.2	-5.9	6.8
CC(C)(C)c1cc[n+](C2=C([O-])c3ccccc3C(=O)/C2=N\S(=O)(=O)c2ccccc2)cc1	7.1	-16.9	-6.4	-1.0	2.6	.	23.9	-16.4	-2.6
O=S(=O)(N/N=C\C=C\c1ccccc1)c1ccc(Br)cc1	-0.7	-12.3	-12.4	-1.4	-0.8	12.7	43.6	-0.1	-8.6
COc1ccc(Cn2c(C3CC3)nc3ccc(NC(C)=O)cc3c2=O)cc1	-0.9	2.2	-14.4	3.0	-4.5	-4.8	16.6	-10.0	-19.2
O=C1COc2ccc(C(=O)COC(=O)CCc3ccc(S(=O)(=O)N4CCOCC4)cc3)cc2N1	-1.2	-4.6	1.8	0.6	-0.3	-9.3	-5.6	16.3	-14.4
Cc1cccc(-c2nnc(SCC3CNC(=O)O3)n2-c2ccc(Cl)cc2)c1 (stereo not given)	1.7	-20.4	-3.3	5.7	-0.3	1.6	45.9	-9.7	-16.5
CN(C)S(=O)(=O)c1cccc(NC(=O)CNCc2ccccn2)c1	-4.2	-0.3	6.0	2.3	1.3	.	3.7	-4.9	10.6
COc1cccc(C2=NN(C(=O)CCCC(=O)O)C(c3cccs3)C2)c1 (stereo not given)	-0.1	-21.8	-20.1	-0.3	1.6	.	-11.7	-4.9	-5.9
CN1C(=O)CSc2ccc(NC(=O)N3CCN(c4ccccn4)CC3)cc21	0.1	-14.4	-35.1	4.8	-0.1	1.6	-11.5	13.5	8.9
CC(Sc1nnc(-c2cccs2)n1-c1ccccc1)C(=O)NCc1ccco1 (stereo not given)	0.2	-0.2	-14.1	7.1	-2.6	0.4	-7.6	8.4	-0.7
Cc1ccccc1C1(CCN2CCCCC2)CCOC(C)(C)C1 (stereo not given)	-2.1	-19.4	-2.8	0.8	1.4	2.6	14.1	-10.8	-6.0
Cc1ccc(S(=O)(=O)CCc2nnc(NC(=O)c3cnccn3)s2)cc1	-1.9	-24.8	-10.8	1.0	-1.1	-6.5	-1.5	10.4	-2.9

(cont.)
SMILES	Ba/F3 V617F tox	S1P4 antagonist	p47phox inh	BaF3 parental	S1P4 ag	NPY Y1 blocker	CHOP inh	NPY2 pot ag	NPY1 pot ag
Cc1cc(Br)ccc1OCCCCNCCO	-3.2	7.0	-8.7	3.5	0.3	4.3	1.6	-9.5	1.1
CC(C)(C)c1ccc(S(=O)(=O)CCc2ccccn2)cc1	-2.1	1.6	-1.6	3.0	-2.9	-2.3	-43.1	-0.6	-2.2
Cc1nc2ccccc2n1CC(O)Cn1c(C(F)(F)F)nc2ccccc21 (stereo not given)	1.8	8.4	9.7	5.0	3.4	8.7	-2.2	-11.7	-11.7
COC(=O)c1c(NC(=S)Nc2ccccc2Cl)sc(C)c1C	3.1	3.1	-9.3	9.1	-1.1	1.4	89.2*	-14.5	-39.2
Cc1nc2sc(C(c3ccccc3)N3CCOCC3)c(O)n2n1 (stereo not given)	-5.1	-18.0	-4.5	1.5	2.3	-4.9	19.2	1.9	11.1
COc1cccc(C2c3c(-c4ccccc4)n[nH]c3C(=O)N2c2ccc(C(=O)O)cc2)c1 (stereo not given)	1.5	-22.5	-15.5	5.4	1.4	0.3	17.7	-12.7	-10.5
O=C(Oc1ccc(/C=N/Nc2ccccc2)cc1)c1ccccc1	-1.4	8.4	-9.4	1.3	-0.4	-0.8	5.5	-11.3	7.8
CCOC(=O)Cc1nc2nc(C)cc(C)n2n1	-1.4	-35.2	-5.0	4.0	0.5	10.5	1.8	4.3	5.4
CCOc1ccc(C(=S)NC2CCCCC2)cc1OC	3.2	0.5	6.9	4.2	0.9	1.1	12.4	-1.6	-3.3
Cc1cc2ncn(/N=C/c3ccc4c(c3)OCO4)c2cc1C	2.6	1.0	-7.5	6.0	-0.9	6.5	96.3*	-13.6	-12.5
Cn1ncc(Br)c1C(=O)OCC(=O)Nc1nc(-c2ccccc2)cs1	-3.7	-23.9	-26.3	4.4	-3.0	5.2	52.2	-10.1	-35.0
CC1(C)Cc2ccccc2C(N/N=C/c2ccc([N+](=O)[O-])cc2)=N1	-1.1	-1.4	-3.5	2.1	-0.3	-1.5	-9.8	-2.7	10.1
COc1cccc(N/C(N)=N/c2nc(C(F)(F)F)cc(=O)[nH]2)c1	-0.7	-5.6	-1.8	3.8	-1.2	-3.6	51.5	15.3	-27.3
